TSHR antag – human thyrotropin receptor antagonism; P16473; AID 504810; TSHR-expressing cells, TSH-stimulated cAMP HTRF, 2 h; hits give low values; actives 0.2% (n = 330,000); activity change, negative = inhibition, % at 11.5 µM;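 active = activity change below a set negative limit, meaning inhibition stronger than a set level, cut at about -70% in these data; inconclusive = activity change between two set negative limits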; note: % is set by controls: 0 for no effect and ±100 for the full control effect
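TSHR-expressing cells were treated with compounds, then stimulated with TSH at EC80 (4nM final) for 2 hours at 37 deg C. Cellular cAMP was measured by HTRF competition between lysate cAMP and cAMP-d2 for a cryptate-labelled anti-cAMP antibody.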
TCR act – T cell receptor activation | primary human leukocytes, anti-CD3, IL-2 HTRF, 48 h | Potency, µM (series often up to 9.22 µM), for the others: at the highest dose activation of IL-2 secretion, usual class: activators | 330,000 tested, under 10 active; note: % of control where 0% means no effect
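Using a-CD3 beads without co-stimulation, primary human leukocytes were exposed to compounds for 48 hr. An HTRF IL-2 kit measured the cytokine, with europium-to-d2 energy transfer producing emission at 665nm upon 320nm excitation.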
Chronic BCR inh – chronic active BCR signaling inhibition. ABC-DLBCL IkBa-CBG/CBR reporter, luminescence ratio, 4 h. actives 0.05% (n = 340,000). Potency, µM (highest dose often 46.1 µM), for the others: at the highest dose ratio change, negative = lower green/red ratio, most hits filed as inhibitors; active = well fitted inhibition curve with a large enough effect in the signal ratio, with a control signal flat, not every such curve was filed as active; inconclusive = small, poorly fitted or top-dose-only effect, or effect the other way, or a change in a side signal; the % refers to the signal ratio;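 note: potency is the fitted concentration of half-maximal effect; plate controls were basal doxycycline-induced cells for no effect and cells given 10 µM MG132 for full effect; MG132 reads +100%, hits lower the ratio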
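TMD8 human ABC-DLBCL cells with doxycycline-inducible IκBα–green luciferase fusion and unfused red luciferase, in 0.5% FBS medium; compounds up to 46 uM, 4 h at 37C. Green/red luminescence ratio, filter-overlap corrected, fitted to concentration-response curves.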
Mito fusion act – blocks mitochondrial division or promotes mitochondrial fusion; Potency, µM (highest dose often 46.1 µM), inactives show at the top dose growth rescue (activation), usual class: activators; actives 0.23% (n = 320,000); S. cerevisiae fusion-defective mutant growth rescue, CellTiterGlo 48 h;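 note: potency is the fitted concentration of half-maximal effect; % of control where 0% means no effect; nearly all actives have a fitted effect of over 45% in size; temperature-sensitive fusion mutants such as fzo1-1 at 37 °C on non-fermentable ethanol glycerol medium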
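Luminescent cell viability in 1536-well qHTS format served as the measure of rescued growth in ts fusion-mutant S. cerevisiae cultured on non-fermentable YPEG for 48 hours at 37C.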
Tb PFK block – inhibitors of T. brucei phosphofructokinase. T. brucei PFK, ADP-Glo luminescence. Potency, µM (doses to about 57.5 µM), for inactives: top-dose activity, negative = inhibition, most hits filed as inhibitors. O15648. actives 0.17% (n = 330,000);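 note: potency is the fitted concentration of half-maximal effect; 0% = uninhibited 1x PFK enzyme wells and -100% = no-enzyme wells; nearly all actives have a fitted effect of over 60% in size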
Target sequence (O15648 whole entry, looked up): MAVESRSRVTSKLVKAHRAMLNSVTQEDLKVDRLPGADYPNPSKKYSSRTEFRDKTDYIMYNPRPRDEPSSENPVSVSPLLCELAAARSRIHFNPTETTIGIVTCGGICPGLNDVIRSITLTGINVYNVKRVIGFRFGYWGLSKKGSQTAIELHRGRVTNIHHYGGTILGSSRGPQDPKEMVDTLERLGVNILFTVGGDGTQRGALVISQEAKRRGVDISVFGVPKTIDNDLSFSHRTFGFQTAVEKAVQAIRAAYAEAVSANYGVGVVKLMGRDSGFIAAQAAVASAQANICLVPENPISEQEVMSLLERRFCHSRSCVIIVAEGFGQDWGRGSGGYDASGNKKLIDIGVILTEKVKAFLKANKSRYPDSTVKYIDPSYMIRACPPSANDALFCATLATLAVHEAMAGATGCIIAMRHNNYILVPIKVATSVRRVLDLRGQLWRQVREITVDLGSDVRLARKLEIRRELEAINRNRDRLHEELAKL
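PFK 1.25 nM, F6P 0.5 mM, ATP 0.1 mM, 0.1 M TEA pH 8.0, 5 mM MgCl2, 0.01% Tween20, 0.1% BSA; 45 min RT. ADP-Glo readout. qHTS titration up to 57 uM; curves fitted, compounds curve-classed.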
Eya2 phos inh – blocks the phosphatase activity of human Eya2; O00167; recombinant Eya2, OMFP fluorescence dephosphorylation (OMFP is methylfluorescein phosphate); Potency, µM (doses to about 76.9 µM), without a hit: at the highest dose activity, negative = inhibition, actives largely listed as inhibitors; actives 0.006% (n = 330,000); AID 488837; note: potency is the fitted concentration of half-maximal effect; % is set by controls: 0 for no effect and ±100 for the full control effect
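Eya2 (0.2 uM) preincubated 10 min at ambient with compound, then OMFP substrate added at 50 uM; 10 min reaction in 50 mM HEPES pH 7.5, 50 mM NaCl, 5 uM MgCl2, 0.05% BSA, 1 mM DTT. Fluorescence read at Ex 485/Em 525 nm.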
AT treatment – candidate therapy for ataxia-telangiectasia; […] A-T fibroblasts, KAP-1 phosphorylation AlphaLISA; neocarzinostatin DNA damage 30 min before lysis; Potency, µM (highest dose often 57.5 µM), for inactives: top-dose activation, most hits filed as activators; actives 0.19% (n = 320,000); note: potency is the fitted concentration of half-maximal effect; % of control where 0% means no effect; nearly all actives have a fitted effect of over 45% in size
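hTERT-immortalized A-T patient fibroblasts ([…]), 500 cells/well in OPTI-MEM, 1% FBS, got compounds for 60 min, then NCS for 30 min at 37C. Lysates were then assayed for phospho-KAP-1 by AlphaLISA (anti-pKAP1 donor, anti-KAP1 acceptor beads), 6 hr at 25C.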
TSG101-PTAP inh – blocks PTAP/TSG101 interaction to inhibit HIV-1 budding; Fluorescence polarization, FITC-PTAP peptide / Tsg101 binding; Potency, µM (titrated, usually from 115 µM), for the others: top-dose activity change, negative = inhibition, usual class: inhibitors; 340,000 tested, under 10 active; active = well fitted inhibition curve with a large enough effect in the main read-out, with a control signal flat, not every such curve was filed as active; inconclusive = small, poorly fitted or top-dose-only effect, or effect the other way, or a change in a side signal; inactive = no such curve, though single readings can be large or run the other way; note: potency is the fitted concentration of half-maximal effect; % of control where 0% means no effect
Target sequence (Q99816 whole entry, looked up): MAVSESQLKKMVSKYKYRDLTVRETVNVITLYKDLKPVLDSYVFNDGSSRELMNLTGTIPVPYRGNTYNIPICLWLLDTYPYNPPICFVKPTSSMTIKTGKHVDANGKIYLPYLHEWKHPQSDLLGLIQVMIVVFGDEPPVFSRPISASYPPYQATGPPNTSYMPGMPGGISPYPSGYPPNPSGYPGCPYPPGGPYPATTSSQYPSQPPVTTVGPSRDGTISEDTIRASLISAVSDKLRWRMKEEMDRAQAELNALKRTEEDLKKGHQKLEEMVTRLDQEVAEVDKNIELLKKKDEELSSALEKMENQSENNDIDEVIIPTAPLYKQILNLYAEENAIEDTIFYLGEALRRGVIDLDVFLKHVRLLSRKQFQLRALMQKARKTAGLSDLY
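Steps: Tsg101 binding domain dispensed (10 uM final), compounds pinned in DMSO, FITC-labeled PTAP-motif peptide added (50 nM final); after 20 min binding at room temperature, polarization measured.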
Integrin act MD – activates integrin-mediated alleviation for muscular dystrophy; alpha7betagal myoblasts, beta-gal FDG fluorescence, 48 h; Potency, µM (highest dose often 38.3 µM), inactives show at the highest dose activation, usual class: activators; actives 0.064% (n = 350,000); AID 624291;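 note: potency is the fitted concentration of half-maximal effect; 100% = response of the positive control SU9516; nearly all actives have a fitted effect of over 60% in size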
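alpha7betagal+/- myoblasts (passage 13, 250/well) treated 48 h at 37C with compounds at 1:260 dilution of DMSO stock. Lysed, then beta-galactosidase activity read as FDG fluorescence (ex 480/em 540) after 30 min, with pre-read for autofluorescence.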
ELG1 repair inh – blocks ELG1-dependent DNA repair in HEK293T cells; AID 504467; actives 2.3% (n = 330,000); Potency, µM (top dose mostly 46.1 µM), inactives show top-dose activity change, negative = inhibition, most hits filed as inhibitors; HEK293T ELG1-luciferase reporter, luminescence, 16 h; DNA damage induced by 5-fluorouridine; note: potency is the fitted concentration of half-maximal effect; % is set by controls: 0 for no effect and ±100 for the full control effect; nearly all actives have a fitted effect of over 55% in size
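Overnight (16 hr) co-exposure of 2,000 cells/well to 5-fluorouridine and compound at 37 °C preceded detection. Luciferase was quantified via ONE-Glo luminescence; loss of signal denotes inhibition.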
S-ASM inh – human S-ASM enzyme inhibition; P17405; placental ASM, HMU-PC fluorogenic substrate, 60 min; Potency, µM (highest dose often 57.5 µM), for inactives: top-dose activity change, negative = inhibition, hits mostly inhibitors; actives 0.006% (n = 340,000); note: potency is the fitted concentration of half-maximal effect
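Fluorescence read-out (Ex 386 nm, Em 447 nm) after stopping the reaction at pH 10. Enzyme: ASM from human placenta; substrate HMU-PC0, 9 uM final; 60 min, 37 °C. Compound preincubation 10 min, ambient temperature.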
Numbers without * were called inactive; [ ] = remark or other dose. Unless noted, calls come from the whole dose curve; as a rule, active = well fitted curve in the direction sought with a large enough effect; inconclusive = small, poorly fitted or top-dose-only effect, or another doubt; inactive = no such curve, though single readings can be large; an effect the other way counts as inactive or inconclusive.

CCOc1ccc(CCNC(=O)c2ccccc2OCc2c(C)noc2C)cc1OCC was read as TCR act 2%, Chronic BCR inh -17%, Mito fusion act 2%, Tb PFK block -16%, Eya2 phos inh -16%, AT treatment 6%, TSG101-PTAP inh -2%, Integrin act MD -17%, ELG1 repair inh -17% and S-ASM inh 1%.
CC(C(=O)Nc1ccc(C#N)cc1)N(C)CC(=O)Nc1cccc(F)c1 (stereo not drawn) was read as TSHR antag 5, TCR act -2%, Chronic BCR inh -3%, Mito fusion act 0%, Tb PFK block 1%, Eya2 phos inh -7%, AT treatment 4%, TSG101-PTAP inh -6%, Integrin act MD 4µM*, ELG1 repair inh 4% and S-ASM inh -1%.
Screening COc1ccccc1NC(=O)N1CCc2[nH]c3ccc(Cl)cc3c2C1 returned TSHR antag 9, TCR act 5%, Chronic BCR inh inconclusive, Mito fusion act -9%, Tb PFK block -24%, Eya2 phos inh -19%, AT treatment -5%, TSG101-PTAP inh 2%, Integrin act MD inconclusive, ELG1 repair inh 16µM* and S-ASM inh -18%.
Cc1ccc(F)c(NC(=O)/C(C#N)=C(\O)c2ccc(C(C)(C)C)cc2)c1 was read as TSHR antag -36, TCR act 1%, Chronic BCR inh 20%, Mito fusion act -2%, Tb PFK block -3%, Eya2 phos inh -19%, AT treatment 4%, TSG101-PTAP inh 4%, Integrin act MD -4%, ELG1 repair inh -11% and S-ASM inh 26%.
`CC(C)CCN1CCN(Cc2cc3ccccc3[nH]2)CC1CCO` (stereo not drawn) gave TSHR antag -1, Chronic BCR inh -1%, Mito fusion act -2%, Tb PFK block -3%, Eya2 phos inh -18%, AT treatment 3%, TSG101-PTAP inh 1%, Integrin act MD 0%, ELG1 repair inh 3% and S-ASM inh 4%.
`CCC(=O)N(Cc1cc2cc(OC)ccc2[nH]c1=O)c1ccc(C)cc1C` gave TSHR antag -2, TCR act -5%, Chronic BCR inh -4%, Mito fusion act 0%, Tb PFK block 0%, Eya2 phos inh -18%, AT treatment 0%, TSG101-PTAP inh -9%, Integrin act MD 3%, ELG1 repair inh 19% and S-ASM inh 32%[activator].
COc1cc2c(cc1OC)C(c1cc3cc(C)ccc3[nH]c1=O)N(C(=O)c1ccco1)CC2 (stereo not drawn) was read as TSHR antag -9, TCR act 2%, Chronic BCR inh 0%, Mito fusion act 2%, Tb PFK block -1%, Eya2 phos inh -13%, AT treatment 3%, TSG101-PTAP inh -9%, Integrin act MD -25%, ELG1 repair inh inconclusive and S-ASM inh -7%.
CCN(CC)C(=O)C(C)N(C#N)c1nc(SC)nc(N(C)C)n1 (stereo not drawn) was read as TSHR antag -7, TCR act 3%, Chronic BCR inh 3%, Mito fusion act 5%, Tb PFK block -4%, Eya2 phos inh -32%, AT treatment 2%, TSG101-PTAP inh -3%, Integrin act MD 9%, ELG1 repair inh 2% and S-ASM inh 2%.
`N#CC1=C(N)Oc2n[nH]c(-c3ccc(F)cc3)c2C1c1cccc(OC(=O)N2CCOCC2)c1` (stereo not drawn) gave TSHR antag -4, TCR act -4%, Chronic BCR inh inconclusive, Mito fusion act -1%, Tb PFK block -2%, Eya2 phos inh 29%, AT treatment 1%, TSG101-PTAP inh -1%, Integrin act MD -17%, ELG1 repair inh -2% and S-ASM inh -2%.
O=C(/C=C/c1ccc(O)c(O)c1)c1ccccc1O was read as TSHR antag -12, TCR act 4%, Chronic BCR inh inconclusive, Mito fusion act 4%, Tb PFK block 2%, Eya2 phos inh 17%, AT treatment -12%, TSG101-PTAP inh -4%, Integrin act MD -44%, ELG1 repair inh inconclusive and S-ASM inh -12%.
`CCNc1nc(NCC)nc(N/N=C/c2ccc(Br)cc2)n1` gave TSHR antag 5, TCR act -2%, Chronic BCR inh inconclusive, Mito fusion act 1%, Tb PFK block -4%, Eya2 phos inh -2%, AT treatment -3%, TSG101-PTAP inh -6%, Integrin act MD 24%, ELG1 repair inh -15% and S-ASM inh inconclusive.
Screening CCOCCCNC(=O)c1ccc2c(=O)n(CCCOCC)c(=S)[nH]c2c1 returned TSHR antag -11, TCR act -5%, Chronic BCR inh -4%, Mito fusion act 6%, Tb PFK block 1%, Eya2 phos inh -10%, AT treatment -1%, TSG101-PTAP inh -1%, Integrin act MD 8%, ELG1 repair inh inconclusive and S-ASM inh 12%.
CN1CCN(CC(=O)Nc2ccc([N+](=O)[O-])cc2Br)CC1 was read as TSHR antag -2, TCR act 3%, Chronic BCR inh 6%, Mito fusion act 1%, Tb PFK block 2%, Eya2 phos inh -1%, AT treatment 2%, TSG101-PTAP inh 1%, Integrin act MD -16%, ELG1 repair inh 5% and S-ASM inh 0%.
Screening Oc1ccc(CN2CCCCC2)c2cccnc12 returned TSHR antag -3, TCR act 5%[46.1 µM], Chronic BCR inh inconclusive, Mito fusion act -1%, Tb PFK block 7%, Eya2 phos inh -8%, TSG101-PTAP inh 0%, Integrin act MD -63%[inhibitor], ELG1 repair inh inconclusive and S-ASM inh 2%.
For COc1ccc(/C=C(\C#N)C(=O)OCC(=O)Nc2c(C)cccc2C(C)C)cc1 the results were TSHR antag 15, TCR act 0%[46.1 µM], Chronic BCR inh 1%, Mito fusion act 1%, Tb PFK block 2%, Eya2 phos inh 0%, AT treatment 2%, TSG101-PTAP inh 1%, Integrin act MD -7%, ELG1 repair inh 8% and S-ASM inh 8%.
`CC(C)(C)c1ccc(/C=N/Nc2ccc(C(=O)O)cc2)cc1` gave TSHR antag -8, TCR act 2%, Chronic BCR inh inconclusive, Mito fusion act 0%, Tb PFK block 1%, Eya2 phos inh -11%, AT treatment -9%, TSG101-PTAP inh 0%, Integrin act MD -8%, ELG1 repair inh inconclusive and S-ASM inh 3%.
CCCn1ccc(O)c(Cc2ccc(Cl)cc2)c1=O was read as TSHR antag 0, TCR act 4%, Chronic BCR inh 4%, Mito fusion act -3%, Tb PFK block -2%, Eya2 phos inh 6%, AT treatment 6%, TSG101-PTAP inh -5%, Integrin act MD 10%, ELG1 repair inh -7% and S-ASM inh 0%.
For CCC1CCC(C(=O)NC(C(=O)NCCN2CCOCC2)C(C)C)CC1 (stereo not drawn) the results were TSHR antag -6, TCR act 7%, Chronic BCR inh 5%, Mito fusion act -3%, Tb PFK block 0%, Eya2 phos inh 4%, AT treatment 0%, TSG101-PTAP inh -3%, Integrin act MD 6%, ELG1 repair inh 6% and S-ASM inh 1%.
Screening CN1/C(=C\C(=O)c2ccco2)c2ccccc2CC1(C)C returned TSHR antag -2, TCR act 3%, Chronic BCR inh -6%, Mito fusion act 2%, Tb PFK block -5%, Eya2 phos inh -2%, AT treatment 0%, TSG101-PTAP inh -3%, Integrin act MD -5%, ELG1 repair inh 25% and S-ASM inh -15%.
Screening C=CCN1C(=O)S/C(=C/c2ccc(Sc3nc4ccccc4[nH]3)o2)C1=O returned TSHR antag -27, TCR act -2%[46.1 µM], Chronic BCR inh 0%, Mito fusion act 22µM*, Tb PFK block -3%, Eya2 phos inh 5%, AT treatment 2%, TSG101-PTAP inh 1%, Integrin act MD -27%, ELG1 repair inh -18% and S-ASM inh -7%.
For COc1cccc(N/C(N)=N/c2nc(C)cc(=O)[nH]2)c1 the results were TSHR antag 2, TCR act -6%, Chronic BCR inh -3%, Mito fusion act -6%, Tb PFK block 0%, Eya2 phos inh 9%, AT treatment 0%, TSG101-PTAP inh -3%, Integrin act MD -16%, ELG1 repair inh 8% and S-ASM inh -2%.
COC(=O)CCc1ccc(O)cc1 was read as TSHR antag -12, TCR act -7%, Chronic BCR inh -17%, Mito fusion act -1%, Tb PFK block 5%, Eya2 phos inh -14%, AT treatment 1%, TSG101-PTAP inh 0%, Integrin act MD 10%, ELG1 repair inh 14% and S-ASM inh 1%.

Random draw from the library. About 3.2% of those tested had a hit in this group.
